Screens: PubChem, Emory University Molecular Libraries Screening Center
14-3-3 PPI – modulators of 14-3-3 gamma protein binding, primary screen, biochemical, fluorescence polarization; 160,000 tested, 0.19% active; FP, 14-3-3gamma / TMR-pS259-Raf peptide binding; inhibition, % at 40 µM; in the data active = inhibition above about 30%;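 note: 0% = protein plus tracer without compound and 100% = blank with tracer alone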
Target sequence (P61981 whole entry, looked up): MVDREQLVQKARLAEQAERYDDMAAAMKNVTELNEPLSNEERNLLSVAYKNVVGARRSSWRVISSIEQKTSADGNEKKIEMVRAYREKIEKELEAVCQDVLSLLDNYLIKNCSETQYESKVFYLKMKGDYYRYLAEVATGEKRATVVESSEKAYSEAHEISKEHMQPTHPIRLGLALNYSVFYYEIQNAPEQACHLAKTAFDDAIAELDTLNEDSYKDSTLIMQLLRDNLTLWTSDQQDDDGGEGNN
Starred values were filed as active, the others as inactive; & = joins results of further samples.

SMILES | 14-3-3 PPI
O=C1NC(c2ccccc2)C(C(=O)c2ccc(Br)cc2)C(O)(C(F)(F)F)N1 (stereo not drawn) | -3
Cc1ccc(SCc2cc(=O)[nH]c(Nc3nc(C)c4ccccc4n3)n2)cc1 | -4
O=C(NCc1ccccc1)c1cnn2c(C(F)(F)F)cc(-c3ccc(Br)cc3)nc12 | -3
O=c1c2sccc2n(Cc2cccc([N+](=O)[O-])c2)c(=O)n1-c1cccc(C(F)(F)F)c1 | 0
N#Cc1c2c(c(-n3cnc4ccccc43)n3c1nc1ccccc13)CCC2 | -84
CCC(=O)Nc1ccc(S(=O)(=O)N2CCOCC2)cc1 | -11
COc1cc(Nc2cc(N3CCN(c4ccccn4)CC3)c3noc4c3c2C(=O)c2ccccc2-4)cc(OC)c1OC | -127
COc1ccc2nc(NC(=O)c3[nH]c(C)c(C(C)=O)c3C)sc2c1 | -8
Cc1cccc(-n2nc3c(c2NC(=O)C(C)C)CS(=O)C3)c1C (stereo not drawn) | -3
Cc1ccc(-c2nnc(Nc3ccc(Cl)cc3)c3ccccc23)cc1S(=O)(=O)N1CCOCC1 | -5
C1=C(c2ccccc2)SC=C(c2ccccc2)S1 | -3
COc1ccccc1CNC(=O)CC(C(=O)N1CCc2ccccc21)n1ccnc1 (stereo not drawn) | -15
COc1ccccc1NC(=O)C1=C(C)NC(=O)NC1c1ccccc1OC (stereo not drawn) | 2
CCCCn1nc(C(=O)NC2=NCCS2)c2ccccc2c1=O | -9
N#Cc1cn(-c2ccccc2)nc1-c1ccc2c(c1)OCCO2 | -13
CN1CCN(S(=O)(=O)c2ccc(N(C)CC(=O)Nc3ccc(F)cc3)nc2)CC1 | -2
COc1ccc2nc(NC(=O)c3sc4nc(C)[nH]c(=O)c4c3C)sc2c1 | -21
CC(=O)N1CCc2cc(Br)cc(S(=O)(=O)CCC(=O)NCc3ccc(C)cc3)c21 | -9
Cc1cc(=O)[nH]c(SCCOc2ccc(C)c(C)c2)n1 | 0
COc1cc(OC)c(OC)cc1C=NCC1(c2ccccc2)CCCC1 | -28
O=C(NCc1ccco1)C(c1ccccc1)N(Cc1cccnc1)C(=O)Cn1nnc2ccccc21 (stereo not drawn) | -1
Cc1nc2nc(SCC(=O)O)nn2c(C)c1Cc1ccccc1Cl | 9
Cc1nc2ccc(NC(=O)c3ccc(Cl)s3)cc2s1 | -6&2
CC1CCN(C(=O)CN2C(=O)C(C)(C)Oc3ccc(C(=O)NC4CCCC4)cc32)CC1 | -2
Nc1ccc(C(=O)Nc2ccc(Oc3ccccc3)cc2)cc1 | 8
COc1ccc(OC)c(C(=O)CC2(O)C(=O)N(C)c3ccccc32)c1 (stereo not drawn) | 1
CC(C(=O)NCc1cccnc1)N1C(=O)c2ccccc2C1=O (stereo not drawn) | 1
COC(=O)C1=C(C)NC2=C(C(=O)CC(C)(C)C2)C1c1cccc(C)n1 (stereo not drawn) | -6
CCOC(=O)c1c(NC(=O)c2ccccc2NS(=O)(=O)c2cc([N+](=O)[O-])ccc2Cl)sc2c1CCC2 | -3
CC1=C(C(=O)OCc2ccccc2)C(c2ccc(O)cc2)C2=C(CCCC2=O)N1 (stereo not drawn) | -21
Cc1ccc(CCNc2ccc3ccccc3c2)cn1 | 10
CCn1cc(CNC(=O)c2cc(Cl)ccc2OC)c(C)n1 | 0
CCOc1ccc(N(C(C)C(=O)Nc2cccc(Cl)c2C)S(C)(=O)=O)cc1 (stereo not drawn) | -13
CCOC(=O)c1c(NC(C)=O)sc2c1CCC(C=NC(C)(C)C)=C2Sc1ccccc1 | -23
O=C(CSc1ncn[nH]1)n1c2ccccc2c2ccccc21 | -8
COC(=O)c1cccc(NC(=O)CCCOc2cccc(C)c2)c1 | -12
C=CCn1c(SCC(=O)Nc2cccc(C(=O)OC)c2)nnc1C(C)NC(=O)c1cccs1 (stereo not drawn) | -9
CCCc1nc2oc(C(=O)OCC)c(N)c2c2c1COC(C)(C)C2 | -9
Cc1ccc(S(=O)(=O)N2CCC(C(=O)N3Cc4ccccc4C3)CC2)cc1 | -3
Cc1ccccc1OCC(=O)NCc1ccccn1 | 6
CCN(C(=O)COc1ncnc2scc(-c3ccc(F)cc3)c12)C1CCS(=O)(=O)C1 (stereo not drawn) | -49
CC(Cc1cccs1)NC(=O)NC1CCCCC1 (stereo not drawn) | 4
O=C(NC1CCCc2ccccc21)C1CCC(Cn2c(=S)[nH]c3ccccc3c2=O)CC1 (stereo not drawn) | 3
Cc1ccccc1CSc1nc2c(sc3ccccc32)c(=O)n1CCO | 5
Cn1c(=O)c2c(nc(N3CCCCC3)n2CCSc2nc3ccccc3o2)n(C)c1=O | 1
CCc1ncc(C(=O)c2ccc(OC)cc2)n1C | -1
O=C(CC1C(=O)Nc2ccccc2N1C(=O)c1ccccc1)Nc1ccccc1Cl (stereo not drawn) | -2
Cc1ccccc1Cn1c(=O)n(-c2ccc(F)cc2)c(=O)c2sccc21 | 1
Cn1c(=O)c2c(SCc3ccc(F)cc3)nc(-c3ccc([N+](=O)[O-])cc3)nc2n(C)c1=O | 5
COC(=O)CN(c1ccccc1)S(=O)(=O)c1ccccc1 | -3
NC(=O)/C(=N\O)c1ccccc1 | -1
O=C(c1ccco1)N1CCN(c2ncnc3c2cnn3-c2ccccc2)CC1 | 1
O=C(NC1CCCc2ccccc21)C1CCN(S(=O)(=O)c2ccc(Br)s2)CC1 (stereo not drawn) | -9
CC(CC(=O)C1C(C)C=CCC1(C)C)Nc1ccccc1 (stereo not drawn) | -8
COC(=O)c1[nH]c2cccc(OC)c2c1NC(=O)CCN1CCC(C)CC1 | -5
COc1cccc(CNc2ccc3c(c2)ncn3C)c1OC | -6
CCOc1cccc(C2C(C#N)=C(N)Oc3cc(C)oc(=O)c32)c1OCC (stereo not drawn) | -5
CCOC(=O)N1CCN(C(=O)COc2ccccc2Cl)CC1 | 2
CCc1cc(=O)oc2cc3occ(-c4ccc(OC)cc4)c3cc12 | 5
Brc1ccc(-n2cc(-c3ccccc3)c3c(NCc4cccnc4)ncnc32)cc1 | -3

(list continues)
SMILES | 14-3-3 PPI
CCc1ccc(NC(=O)N(C2CCC(C)CC2)C2CCN(C(C)=O)CC2)cc1 (stereo not drawn) | -5
Cc1nn(C(C)(C)C)c(OC(=O)c2ccccc2)c1Sc1ccccc1 | 2
COc1ccc(-c2cc(C(F)(F)F)n3nc(C(=O)NCC4CCCO4)cc3n2)cc1 (stereo not drawn) | -8
O=S(=O)(Nc1ccc(Br)cn1)c1ccc(F)cc1 | 11
CN(CC(=O)N1CCc2ccccc21)S(=O)(=O)c1ccc(Br)s1 | 3
COc1ccc(CCn2c(=S)[nH]c3cc(C(=O)NCc4ccccn4)ccc3c2=O)cc1OC | 2
CN1C(=O)CC(N2CCN(C34CC5CC(CC(C5)C3)C4)CC2)C1=O (stereo not drawn) | -3
Cc1ccc2nsnc2c1NC(=O)COc1ccc(Cl)cc1 | -2
Cc1ccc(C(=O)Nc2nc3ccccc3n2CCN2CCCC2)cc1 | -2
COCCN1C(=O)C(=O)/C(=C(/O)c2ccccc2)C1c1ccc2c(c1)OCO2 (stereo not drawn) | 0
Cc1ccc(-n2c(=O)c3sccc3n(Cc3ccccc3Cl)c2=O)cc1F | 5
O=C(Cc1c(C(=O)O)[nH]c2ccc(Cl)cc12)Nc1ccc(Cl)cn1 | -9
CC1(c2ccccc2)CC(C)(C)N(C(=O)C(F)(F)F)c2ccccc21 (stereo not drawn) | 0
CCC1(C)Cc2c(sc3c2c(=O)n(C)c2nnc(SCC(=O)c4ccc(Cl)cc4)n32)CO1 (stereo not drawn) | -9
COCCCn1c(=N)c(C(=O)N2CCCCC2)cc2c(=O)n3cccc(C)c3nc21 | -4
CC(=O)NC1=NN(C(C)=O)C(c2ccc3c(c2)OCO3)S1 (stereo not drawn) | -4
Cc1ccc(C2C(N3C(=O)c4ccc([N+](=O)[O-])cc4C3=O)C(=O)N2c2ccc(C)c(F)c2)cc1 (stereo not drawn) | 3
COc1ccc(C2C(C(=O)NC3CCCCC3)c3ccccc3C(=O)N2c2ccc(OC)cc2)cc1 (stereo not drawn) | 2
COc1cccc(-n2c(COc3ccc(C)cc3)nnc2SCC(=O)O)c1 | -4
CCOC(=O)C1=C(C)NC2=C(C(=O)CC(c3cccs3)C2)C1c1ccc(CC)s1 (stereo not drawn) | -10
Cn1c(=O)[nH]c(=O)c2c1nc(N1CCN(Cc3ccccc3)CC1)n2CCCc1ccccc1 | -7
O=C(Nc1nc(-c2cccc([N+](=O)[O-])c2)cs1)c1ccncc1 | 16
COc1ccc(C)cc1S(=O)(=O)Nc1ccc(F)c(Cl)c1 | -10
O=C(CN(CC1CCCO1)C(=O)CNS(=O)(=O)c1ccccc1)NCc1ccccc1 (stereo not drawn) | 6
CC1=C(C(=O)OCc2ccccc2)C(c2cccs2)C2=C(CCCC2=O)N1 (stereo not drawn) | 0
O=S(=O)(c1cccc(-c2nnc(SCc3nc4ccccc4s3)o2)c1)N1CCOCC1 | -91
COc1ccc(OC)c(S(=O)(=O)Nc2ccccc2C(N)=O)c1 | 0
O=C(O)c1cccc(C(=O)Nc2cccc(NC(=O)C3CCCO3)c2)c1 (stereo not drawn) | 4
CCC12CN(C(=O)c3ccccc3)CC(CC)(CN(C(=O)c3ccccc3)C1)C2=O | -4
Nc1nc(SCC(=O)N2CCCc3ccccc32)n(-c2ccccc2)n1 | 1
CCOC(=O)C1=C(C)NC(C)=C(C(=O)OCC)C1C(=O)OCC(=O)N1CCC(C)CC1 | 2
C=CCn1c(=S)[nH]c2cc(C(=O)NC3CCCCC3)ccc2c1=O | -2
O=C(CC1(O)C(=O)Nc2cc(Cl)cc(Cl)c21)c1ccncc1 (stereo not drawn) | -7
O=C(O)C12CC3CC(C(=O)O)(C1)CC(C(=O)O)(C3)C2 | -2
CC12C=CC3(O1)C(C(=O)N(c1cccnc1)C3C(=O)NC1CCCCC1)C2C(=O)Nc1ccccc1 (stereo not drawn) | 1
CCOc1ccc(S(=O)(=O)NC(C)(C)C)cc1-c1nc2c(C(C)(C)C)nn(C)c2c(=O)[nH]1 | 5&-8

The last 2 entries of the part above open the next one:
SMILES | 14-3-3 PPI
CC12C=CC3(O1)C(C(=O)N(c1cccnc1)C3C(=O)NC1CCCCC1)C2C(=O)Nc1ccccc1 (stereo not drawn) | 1
CCOc1ccc(S(=O)(=O)NC(C)(C)C)cc1-c1nc2c(C(C)(C)C)nn(C)c2c(=O)[nH]1 | 5&-8
Cc1cc(C)nc(NS(=O)(=O)c2ccc(N3C(=O)C4CCCCC4C3=O)cc2)n1 (stereo not drawn) | 2
Cc1cccc(N(CC(=O)Nc2ccccc2F)S(C)(=O)=O)c1C | -5
CC1(C)CC(=O)c2cc(C(=O)Nc3ccccc3F)c(=O)n(-c3ccc(Cl)cc3)c2C1 | -2
COc1ccc(NC(=O)CC2Oc3ccc(C)cc3NC2=O)cc1 (stereo not drawn) | -9
COc1cccc(NC(=O)c2cccc(OC)c2OC)c1 | 1
O=C(Nc1nnc(N2CCCCCC2)s1)c1cc(-c2ccc(Br)cc2)on1 | -7
Cc1ccc(N2OC3C(=O)NC(=O)C3C2c2ccco2)cc1 (stereo not drawn) | 1
COCCn1cnc2c(c1=O)c1nc3ccccc3nc1n2/N=C/c1cccc(OC)c1OC | -22
Cc1ccc(N2C(=O)c3ccc(C(=O)OCC(=O)c4ccccc4)cc3C2=O)c(C)c1 | 4
COC(=O)c1c(C)[nH]c(C(=O)CSc2nnnn2-c2ccccc2)c1C | -8
COc1ccc(C2NC(=S)NC(C)=C2C(=O)Nc2ccccc2OC)cc1 (stereo not drawn) | -5
COc1ccc(OC)c(C(=O)C2COC(=O)C2)c1 (stereo not drawn) | 23
Cc1cccc(OCCCCCNCCO)c1 | -3
O=C(Cn1cnc2c(oc3ccccc32)c1=O)NCC1CCCO1 (stereo not drawn) | -12
CC(C)(C)c1ccc(S(=O)(=O)Nc2ccc3oc(=O)sc3c2)cc1 | -10
O=C(CC1Nc2ccccc2NC1=O)Nc1ccc(F)cc1 (stereo not drawn) | -11
CCOc1cc(C2N3CCc4ccccc4C3CN2S(=O)(=O)c2ccc(OC)c3ncccc23)ccc1OC (stereo not drawn) | 0
O=C(CSc1nc2ccsc2c(=O)n1Cc1ccccc1F)c1ccc(O)c(O)c1 | 1
CCN(CC)c1cc(-n2nc(-c3ccccc3)cc2-c2ccccc2)ncn1 | -1
COc1ccc(OCC(=O)Nc2cccc(-c3nc4ccccc4o3)c2)cc1 | -14
Cc1c(NC(=O)c2cc(=O)[nH]c(=O)[nH]2)c(=O)n(-c2ccccc2)n1C | 3&3
CCOc1ccc(-c2nnc(Nc3ccc(OC)c(C(=O)N4CCCCC4)c3)c3ccccc23)cc1 | -13
CN(C)CCOC(=O)C12CC3CC(c4ccccc4)(C1)CC(c1ccccc1)(C3)C2 | 1

Gathered by group: those above containing an NH in an aromatic ring.
SMILES | 14-3-3 PPI
Cc1ccc(SCc2cc(=O)[nH]c(Nc3nc(C)c4ccccc4n3)n2)cc1 | -4
COc1ccc2nc(NC(=O)c3[nH]c(C)c(C(C)=O)c3C)sc2c1 | -8
COc1ccc2nc(NC(=O)c3sc4nc(C)[nH]c(=O)c4c3C)sc2c1 | -21
Cc1cc(=O)[nH]c(SCCOc2ccc(C)c(C)c2)n1 | 0
O=C(CSc1ncn[nH]1)n1c2ccccc2c2ccccc21 | -8
O=C(NC1CCCc2ccccc21)C1CCC(Cn2c(=S)[nH]c3ccccc3c2=O)CC1 (stereo not drawn) | 3
COC(=O)c1[nH]c2cccc(OC)c2c1NC(=O)CCN1CCC(C)CC1 | -5
COc1ccc(CCn2c(=S)[nH]c3cc(C(=O)NCc4ccccn4)ccc3c2=O)cc1OC | 2
O=C(Cc1c(C(=O)O)[nH]c2ccc(Cl)cc12)Nc1ccc(Cl)cn1 | -9
Cn1c(=O)[nH]c(=O)c2c1nc(N1CCN(Cc3ccccc3)CC1)n2CCCc1ccccc1 | -7
C=CCn1c(=S)[nH]c2cc(C(=O)NC3CCCCC3)ccc2c1=O | -2
CCOc1ccc(S(=O)(=O)NC(C)(C)C)cc1-c1nc2c(C(C)(C)C)nn(C)c2c(=O)[nH]1 | 5&-8
COC(=O)c1c(C)[nH]c(C(=O)CSc2nnnn2-c2ccccc2)c1C | -8
Cc1c(NC(=O)c2cc(=O)[nH]c(=O)[nH]2)c(=O)n(-c2ccccc2)n1C | 3&3

Only part of the results is shown (hit frequency here may not be typical).
